Bioassay records: PubChem BioAssay, Broad Institute
PGC1a acetyl inh = inhibitors of PGC1a acetylation signal, primary screen, cell-based, U2OS, AlphaScreen, inhibitor mode; inhibition, % at 15.6 µM; actives 0.17% (n = 350,000); AlphaScreen anti-acetyl-lysine; with virally co-expressed GCN5 acetyltransferase;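 active = every replicate shows inhibition of at least 40%; inconclusive = mean inhibition at least 40% but some replicate below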;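 note: 0% = neutral control wells and 100% = positive control wells; some results beyond the cut were filed as inactive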
Cneo AK release = Cryptococcus neoformans cell lysis inducers, primary screen, AK release luminescence, single concentration; C. neoformans lysis, adenylate kinase release luminescence, 4 h; normalised: neutral wells 0, clomiphene wells 100; lysis activity, % at 15 µM; actives 0.2% (n = 360,000); AID 651654, 2012;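 active = mean lysis activity across replicates of at least 80%, whatever share of replicates individually reach that level; inactive = mean lysis activity below 80%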
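Material: C. neoformans cells; Schedule: 4 h static compound exposure, 37 °C, read 1 h post-reagent; Measured by: adenylate kinase release luminescence; Read-out: signal increase indicating cell lysis; Controls: Clomiphene as positive lysis control.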
PAX8 reporter = inhibitors of PAX8-driven TPO luciferase reporter, primary screen, RMG-I cells, single concentration; SteadyGlo, 24 h; inhibition, % at 12.6 µM; actives 1.2% (n = 360,000); AID 652154, 2013;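 active = mean replicate inhibition at least 60% with every replicate also reaching 60%; inconclusive = only one of the two criteria is met; inactive = mean below 60% and not all replicates reaching 60%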;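 note: luciferase light reporting Pax8 driven TPO promoter activity; plate controls were median of neutral control wells for no effect and mitoxantrone controls for full effect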
ARNT-TACC3 inh = disruptors of ARNT/TACC3 protein interaction, primary screen, biochemical, AlphaScreen, single concentration; AlphaScreen His-ARNT PAS-B/GST-TACC3 binding, luminescence; TACC3 fragment carries E629A point mutation; inhibition, % at 9.99 µM; Transforming acidic coiled-coil-containing protein 3 (Homo sapiens), Q9Y6A5; actives 0.66% (n = 390,000); AID 623870, 2012;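 active = mean inhibition of replicates at least 50% and at least half of replicates each reaching 50%; inconclusive = half or more replicates reach 50% but mean below 50%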;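 note: 0% = complete ARNT plus TACC3 wells and 100% = ARNT alone without TACC3; many hits fall short of the cut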
PglD DTNB = C. jejuni PglD acetyltransferase inhibitors, primary screen, biochemical, DTNB colorimetric, single point; UDP-N-acetylbacillosamine N-acetyltransferase PglD (Campylobacter jejuni); purified PglD enzyme, DTNB colorimetric CoA detection; inhibition, % at 12.5 µM; actives 0.098% (n = 360,000); AID 602405, 2012; in the data active = inhibition above about 16%, passing the limit was not always enough; inconclusive = no clear call, values can overlap the other calls; note: strong numbers were not always called active
INS-1E GSIS act = GLuc luminescence reporter in INS-1E cells, primary screen for activators of glucose-dependent secretion of insulin. INS-1E GLuc reporter insulin secretion, 2-3 h. activation, % at 16.6 µM. actives 0.61% (n = 370,000). AID 743287, 2014;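 active = lowest replicate activation of at least 40%, so every replicate reaches that level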;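 note: 0% = median of neutral control wells and 100% = median of IBMX positive control wells; some compounds called inactive have numbers as strong as hits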
Statin myotox sup = suppressors of statin myotoxicity in C2C12 myotubes, primary screen, cell-based, single point, plate reader. C2C12 myotubes + simvastatin, ATP luminescence, 48 h; scaled: DMSO 0, geranylgeraniol control 100. rescue of ATP level, % at 7.49 µM. actives 0.78% (n = 330,000). AID 602340, 2012;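 active = mean ATP rescue above about 67%, or every replicate alone reaching that limit, limit read from the data, passing the limit was not always enough; inconclusive = no clear call, values can overlap the other calls; inactive = mean under the limit and some replicate under it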;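 note: myotubes were challenged with 10 µM simvastatin during compound exposure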
LGR2 inh = inhibitors of bursicon-induced LGR2 CRE-luciferase signal, primary screen, cell-based, HEK293, CRE-luciferase reporter, bursicon stimulation. Drosophila bursicon receptor LGR2 (rickets). actives 0.35% (n = 380,000). bursicon-stimulated, 4 h. inhibition, % at 9.99 µM;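 active = drop in luminescence signal, shown as inhibition above about 50% in the replicate tests, limit read from the data, passing the limit was not always enough; inconclusive = probably only some replicates passing the limit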;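 note: agonist challenge used bursicon conditioned medium at about half maximal strength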
Starred values were filed as active, the others as inactive; ? = inconclusive; . = not tested or not shown; & = joins results of further samples. Outcome played no part in choosing rows; 2.9% or so of the library scored in one or more.

SMILES	PGC1a acetyl inh	Cneo AK release	PAX8 reporter	ARNT-TACC3 inh	PglD DTNB	INS-1E GSIS act	Statin myotox sup	LGR2 inh
CC(NC(=O)C1CCCC1)C1CC2CCC1C2 (stereo not drawn)	.	.	24.9	-18.3	.	8.5	.	-3.6
O=C(Nc1nc(-c2ccc([N+](=O)[O-])cc2)cs1)C1=COCCO1	.	1.2	-26.1	.	-1.0	.	-4.2	-32.5
COc1ccc(C)cc1-n1nnnc1SCc1nc(N)nc(N(C)C)n1	.	-0.7	8.6	0.3	13.5&3.6	15.8	-3.5	-17.6
Cc1ccc(CNC(=O)CN(c2ccc(C)cc2)S(=O)(=O)c2c(C)n[nH]c2C)cc1	-4.5	-0.7	-4.8	-11.0	3.2	3.5	9.9	3.4
NC(=O)c1ccc(Nc2ccc([N+](=O)[O-])cc2[N+](=O)[O-])cc1	8.7	.	-10.3	-13.0	.	8.6	.	1.8
CCc1nc2c(OCc3ccc(Cl)cc3)cccn2c1N(C=O)Cc1ccc(OC)cc1	1.0	2.7	7.1	.	-0.1	-25.8	-18.7	6.2
O=C1COc2ccc(S(=O)(=O)N3CCN(c4ccccc4)CC3)cc2N1	3.5	-0.7	-4.1	-2.7	-3.5	11.2	-3.3	-2.7
Cn1c(C(=O)N(Cc2ccccc2)Cc2cccs2)cc2sccc21	-8.7	-2.3	.	3.9	-4.1	.	12.4	.
CCOC(=O)c1csc(COc2ccccc2Cl)n1	.	.	-34.9	2.6	.	-2.0	.	-21.3
C=CCn1c(SCC(=O)c2ccc(O)c(O)c2)nnc1-c1cccc(OC)c1	-3.4	-0.4	14.4	-2.1	4.6	28.6	5.0	-6.0
CCOc1ccc(S(=O)(=O)NCC2(N3CCCCC3)CCCCC2)cc1	2.1	-0.6	5.7	4.7	2.4	-0.6	-12.1	-9.2
C[C@@H]1CN([C@H](C)CO)C(=O)c2cc(NS(=O)(=O)c3ccc(F)cc3)ccc2O[C@H]1CN(C)C(=O)NC1CCCCC1	-1.5	-3.9	-19.8	4.0	4.7	11.0	-11.2	-7.1
CC(C)CC(NS(=O)(=O)c1cccc(C(=O)O)c1)C(=O)O (stereo not drawn)	-0.5	0.6	6.2	-12.0	0.5	-10.2	.	-1.2
N#C[C@H]1[C@H](c2ccccc2)[C@@H](CO)N1S(=O)(=O)c1ccc(F)cc1	-1.2	-2.2	15.0	-7.1	2.8	9.3	-9.5	6.5
N#CC1=C2SCN(Cc3ccccc3)CN2C(=O)CC1c1cccs1 (stereo not drawn)	1.1	-0.6	3.0	19.7	4.5	1.3	-6.9	1.8
COc1ccc(OCC(=O)Nc2sc3c(c2C(=O)NCC2CCCO2)CCC3)cc1 (stereo not drawn)	-3.4	0.1	.	3.0	3.9	20.5	-29.6	5.2
CCOC(=O)N1CCN(Cc2nnc(-c3ccccc3Cl)o2)CC1	.	0.5	7.1	-18.5	-0.8	19.5	-1.7	0.0
Nc1ccn([C@@H]2O[C@H](CO)[C@@H](O)[C@@H]2O)c(=O)n1	2.6	2.8	36.1	-2.3	-2.3	-2.4	2.0	2.8
C[C@@H]1CN([C@H](C)CO)C(=O)c2cc(-c3ccc(F)cc3)cnc2O[C@@H]1CN(C)C(=O)CN(C)C	-0.9	3.3	.	-1.1	-0.6	9.5	-2.6	24.5
N#Cc1ccc(Cl)cc1NC(=O)CNCc1cccs1	.	-2.2	11.1	-8.7	-1.4	0.5	-0.8	-12.5
COC(=O)c1cc(NC(=O)CSc2nncn2C)cc(C(=O)OC)c1	4.4	4.9	.	-0.9	-0.2	9.0	17.3	1.2
Cn1ccc(NS(=O)(=O)c2cc(Br)ccc2Br)n1	.	1.1	-3.1	-2.3	0.0	20.7	7.9	-6.9
O=C(Cc1ccccc1)NCC(=O)Nc1ccc(OC(F)(F)F)cc1	-5.0	5.0	16.6	-1.4	-2.9	-7.1	-1.1	-15.9
O=S(=O)(c1ccccc1)c1cnc(-c2cccnc2)nc1-c1ccc(Cl)c(Cl)c1	9.1	-2.9	.	-5.6	-1.9	.	-50.7	.

Record cards, from the list above.
Listed for Nc1ccn([C@@H]2O[C@H](CO)[C@@H](O)[C@@H]2O)c(=O)n1 : PGC1a acetyl inh = 2.6; Cneo AK release = 2.8; PAX8 reporter = 36.1; ARNT-TACC3 inh = -2.3; PglD DTNB = -2.3; INS-1E GSIS act = -2.4; Statin myotox sup = 2.0; LGR2 inh = 2.8
Listed for Cc1ccc(CNC(=O)CN(c2ccc(C)cc2)S(=O)(=O)c2c(C)n[nH]c2C)cc1 : PGC1a acetyl inh = -4.5; Cneo AK release = -0.7; PAX8 reporter = -4.8; ARNT-TACC3 inh = -11.0; PglD DTNB = 3.2; INS-1E GSIS act = 3.5; Statin myotox sup = 9.9; LGR2 inh = 3.4

Next part
SMILES	PGC1a acetyl inh	Cneo AK release	PAX8 reporter	ARNT-TACC3 inh	PglD DTNB	INS-1E GSIS act	Statin myotox sup	LGR2 inh
C[C@@H](NC(=O)[C@@H]1Cc2ccccc2CN1)C(=O)NCc1ccco1	.	.	-11.2	-4.1	.	6.0	.	6.0
COc1ccc(S(=O)(=O)Nc2ccccn2)cc1OC	-22.9	-1.5	.	8.0	3.0	1.3	-1.8	17.2
CCn1cnc2c1c(=O)n(Cc1csc(-c3ccccc3)n1)c(=O)n2Cc1ccccc1	2.2	-0.6	32.8	.	-0.8	.	49.9	.
Cc1ccc(-c2n[nH]c(Cc3ccccc3)n2)cc1	-4.0	5.4	-184.2	0.8	2.4	6.1	-9.4	-65.5
Cc1ccccc1-c1cc(C(=O)NCc2cccs2)n(CC2CC(c3cccnc3)=NO2)n1 (stereo not drawn)	.	3.0	-8.4	-1.7	-4.6	-21.6	-1.4	9.0
COc1ccc(-c2ccc3c(c2)S(=O)(=O)c2cccc(C(=O)NC[C@@H]4CCCO4)c2C3=O)cc1OC	-6.2	-3.7	19.3	1.8	0.0	4.5	-11.7	18.5
COc1ccccc1NC(=O)CSc1nncn1-c1ccccc1	-3.5	1.5	5.9	6.5	-7.2	0.1	9.7	15.0
CCC(=O)Nc1ccc2c(c1)OC[C@@H](C)N(C(=O)CN(C)C)C[C@H](C)[C@@H](OC)CN(C)C2=O	8.7	1.4	-7.5	-1.4	-0.5	17.8	0.8	1.0
CO[C@H]1CN(C)C(=O)c2cc(NC(=O)Nc3cccc(F)c3)ccc2OC[C@H](C)N(C)C[C@H]1C	1.5	103.3*	.	-5.0	2.0	-18.8	-5.6	1.9
O=C(O)c1ccc(NS(=O)(=O)c2cccc(C(=O)Nc3ccc([N+](=O)[O-])cc3)c2)cc1	6.9	-0.2	24.4	21.6	1.5	4.7	-3.2	21.4
CCOC(=O)c1c(-c2ccc(C)cc2)cn2ccccc12	5.3	-0.6	.	1.7	4.0	.	-37.1	.
CC1CCCN(C(=O)COC(=O)Cc2ccc(Cl)cc2)C1 (stereo not drawn)	-13.6	.	-2.3	-9.4	.	-3.9	-6.8	17.1
CC(=O)c1ccc(NC(=O)CN2CCN(c3ccccc3)CC2)cc1	-4.0	0.6	16.0	0.8	-2.0	-4.7	-4.5	0.3
Cc1cccc(OCC(=O)Nc2nnc(S(=O)(=O)N3CCCCC3)s2)c1	-14.9	3.6	15.1	1.1	1.1	.	2.3	.
COc1ccc(NC(=O)c2ccc(C)o2)c([N+](=O)[O-])c1	.	.	-130.0	-5.7	.	19.3	.	-42.0
CCC(=O)N1C[C@@H](C)[C@H](OC)CN(C)C(=O)c2ccc(NS(C)(=O)=O)cc2OC[C@H]1C	.	-2.7	-14.2	2.4	-0.4	8.1	-0.8	-6.3
Cc1ccc(NC(=O)CS(=O)(=O)c2cn(C)c3ccccc23)c(C)c1	-13.7	0.1	10.8	-10.9	0.9	0.9	5.1	-4.2
Clc1ccc(-c2cn3ccccc3n2)cc1	-32.6	-10.5	-28.9	-6.7	-2.6	4.4	-7.2	-6.8
CCn1c(SCC(=O)Nc2ccccc2C(=O)OC)nnc1-c1ccoc1C	-11.9	1.2	.	-0.4	3.2	.	-14.1	.
O=C(COC(=O)Cc1ccc(Cl)c(Cl)c1)NCCc1ccccc1	.	3.3	14.1	.	-4.4	-7.9	-3.3	-0.4
COc1ccc2c(c1)CCCC21NC(=O)N(CC(N)=O)C1=O (stereo not drawn)	3.6	-0.6	.	-0.9	-7.6	7.2	26.1	19.4
COCCCNC(=O)Cc1ccc(-n2c(C)nc3cccnc32)cc1	-7.9	3.4	-7.2	-4.7	9.2	19.0	0.9	-10.3
Cc1nc2sc(C(c3ccco3)N3CCN(c4ccccc4)CC3)c(O)n2n1 (stereo not drawn)	.	0.4	13.9	-3.1	-3.1	.	-0.3	.
C[C@H]1CN([C@@H](C)CO)C(=O)Cc2cc(NS(=O)(=O)c3ccccc3)ccc2O[C@H]1CN(C)Cc1ccc(C(=O)O)cc1	33.8	.	.	.	.	19.5	-6.5	24.1
CN(CC(=O)Nc1ccc(Cl)c(Cl)c1)C(=O)c1ccccc1SCC(=O)N1CCCC1	.	-0.2	2.4	.	-2.9	-26.3	-5.2	2.7
COc1ccc(S(=O)(=O)N(C)C[C@H]2Oc3cc(C4=CCCC4)ccc3S(=O)(=O)N([C@H](C)CO)C[C@@H]2C)cc1	?	-9.7	.	11.4	0.6	-27.7	-35.1	-9.5
CC1CC(=O)Nc2ccccc2N1S(=O)(=O)c1ccc(C(F)(F)F)cc1 (stereo not drawn)	-2.1	0.1	10.3	-3.7	-0.6	-4.8	7.9	-13.5
COc1ccc(OC)c(N(CC(=O)Nc2ccc(NC(C)=O)cc2)S(C)(=O)=O)c1	2.3	0.4	.	-2.3	4.5	3.7	4.2	5.2
CC(=O)c1ccc(-c2[nH]c3ccccc3c2CCN2C(=O)c3ccccc3C2=O)cc1	-0.4	0.2	-12.9	-2.4	-5.0	7.0	4.1	8.2
COc1ccc(C(=O)NCc2cn3c(C)csc3n2)cc1OC	-2.1	-0.2	.	1.2	-1.3	25.1	9.5	-19.4
COc1ccc(NC(=S)NC(=O)/C=C/c2ccco2)c(OC)c1	.	17.5	14.4	9.4	-4.4	4.1	-8.1	2.6
NC(=O)C(c1ccccn1)c1ncc(C(F)(F)F)cc1Cl (stereo not drawn)	-14.6	.	-27.4	17.4	.	4.7	-6.6	11.7
O=C(COc1ccccc1-c1ccccc1)c1ccccc1	.	-5.0	-17.4	.	4.3	-2.8	.	2.2
CC(NC(=O)Cn1cccc1)c1ccccc1 (stereo not drawn)	6.5	1.1	-3.9	-4.7	-1.1	-6.0	-11.5	-7.1
O=C(COC(=O)COc1ccc(Cl)cc1)Nc1ccc(F)c([N+](=O)[O-])c1	.	-0.6	3.0	-1.2	2.8	15.1	.	5.1
O=Cc1cn(-c2ccccc2)nc1-c1cc2cc(O)ccc2oc1=O	-16.5	3.5	.	-1.1	.	15.8	-38.9	10.6
Cc1c(NC(=O)c2cccc(NC(=O)C(C)Oc3ccccc3)c2)c(=O)n(-c2ccccc2)n1C (stereo not drawn)	-7.4	0.4	15.4	.	0.8	-1.4	22.9	2.2
CC1(C)CC(=O)C(C=Nc2cccnc2)=C(O)C1	-7.2	-0.5	.	1.3	-0.9	12.8	9.8	28.1
